p53ts 39C kill – kills p53ts cells at the nonpermissive temperature; Potency, µM (highest dose often 46.1 µM), for the others: at the highest dose activity change, negative = cell killing, actives largely listed as cytotoxic; H1299-p53A138V viability at 39C, ATP luminescence, 24 h; 130,000 compounds, 1.5% hits; also: nearly all actives have a fitted effect of over 55% in size
IkB signaling – suppresses IkB signaling in ABC-DLBCL reporter cells | ABC-DLBCL IkBa-CBG/CBR dual luciferase ratio, 4 h; response scale: scaled: untreated 0%, proteasome inhibitor 100% | Potency, µM (titrated, usually from 57.1 µM), inactives show at the highest dose IkBa stabilization activation | 110,000 compounds, 0.04% hits | AID 445; active = well fitted curve in the direction sought with a large enough effect in the signal ratio, not every such curve was filed as active; inconclusive = small, poorly fitted or top-dose-only effect, or a change in a side signal; the % refers to the signal ratio;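 also: the direction sought is a rising ratio; 0% = basal untreated cells and 100% = reference inhibitor full response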
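Curves were fitted separately to fusion (green), unfused (red) and ratio luminescence, then classed by r2, magnitude and activity. Cells: OCI-Ly3, 4 h compound plus doxycycline at 37C; 10 uM MG-132 defined full response.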
Imprint erasure – inducers of genomic imprint erasure in mouse ES cells. mouse ES Peg3-LacZ reporter, beta-gal luminescence, 40 h. Potency, µM (titrated, usually from 60.7 µM), for inactives: at the highest dose activity change, positive = activation, hits mostly activators. 110,000 compounds, 0.02% hits. AID 1948;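 also: 0% = negative control wells on the plate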
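Readout: BetaGlo luminescence (5 min, room temp) for LacZ from the normally silent maternal Peg3 allele in female Peg3LacZ-Neo ES cells. Cells 300/well, 40 h, 37C, 5% CO2. Data normalized per plate to negative controls.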
p53ts 32C tox – cytotoxicity in p53ts cells at permissive temperature; H1299-p53A138V at 32C, ATP luminescence viability, 24 h; Potency, µM (highest dose often 46.1 µM), for the others: at the highest dose activity change, negative = cytotoxicity, actives largely listed as cytotoxic; 130,000 compounds, 0.93% hits; AID 924;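 also: 0% = DMSO and -100% = full killing by reference compound; nearly all actives have a fitted effect of over 55% in size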
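Viability by ATPlite luminescence after 24 h compound treatment (up to 46 uM) at the permissive 32C. Cells are H1299 carrying p53 A138V. Scale runs from DMSO basal to 100 uM tamoxifen as full kill; AC50 from Hill fits.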
* hit, by the source's call; ? = inconclusive; . = not tested or not shown; & = joins results of further samples; [ ] = another dose, or the depositor's remark. Unless noted, calls follow the shape of the dose curve; as a rule, active = well fitted curve in the direction sought with a large enough effect; inconclusive = small, poorly fitted or top-dose-only effect, or another doubt; inactive = no such curve, though single readings can be large; an effect the other way counts as inactive or inconclusive. Unless noted, % is scaled to controls: 0 for no effect and ±100 for the full control effect; potency is read from the fitted curve at half-maximal effect.

SMILES | p53ts 39C kill | IkB signaling | Imprint erasure | p53ts 32C tox
O=C(c1ccc(F)cc1)c1cn(Cc2ccccc2)c2cc3c(cc2c1=O)OCO3 | -3.5% | -0.6% | -5.0%[10.9 µM] | 9.5%
COc1ccc(S(=O)(=O)N(CC(=O)N2CCC(C)CC2)c2ccc(C)cc2)cc1 | -4.3% | ? | -9.4%[10.9 µM] | 6.5%
O=C1CCCc2nc(NCc3ccco3)ncc21 | 12.0% | 4.7% | -18.7% | 7.1%
COc1ccc(NC(=O)c2c(NCc3cccs3)sc3c2CCCC3)cc1 | 1.3% | ? | -12.2%[10.9 µM] | 18.8%
Cc1ccc(CNC(=O)c2cc3c(-c4ccc(Cl)cc4)nn(C)c3s2)o1 | 10.2% | ? | -19.7% | 3.6%
CCc1ccccc1NC(=O)N1CCc2cc(OC)c(OC)cc2C1CC(=O)OC (stereo unspecified) | 13.8% | -1.9% | -6.9%[10.9 µM] | -5.3%
Cc1ccc(-c2nn(CC(=O)NC3CCCCC3)c3c2cnc2ccc(F)cc23)cc1C | -5.6% | -1.7% | -7.9%[10.9 µM] | 4.6%
O=C1C2C3C=CC([C@@H]2C(=O)N1c1nccs1)C31CC1 (stereo partly specified) | 4.2% | 0.0% | -9.8% | 0.8%
CC(C)N(Cc1nc(-c2ccc(Cl)cc2)no1)C(=O)c1cccs1 | 5.6% | -0.7% | -6.3% | -2.0%
O=C(CCS(=O)(=O)c1nc(-c2ccc3c(c2)OCO3)cc(C(F)(F)F)n1)Nc1ccc(F)cc1F | 32.1%[activator] | ? | ? | -23.9%
CCOC(=O)c1c(N)ssc1=S | 6.2% | 0.1% | -15.0% | -0.3%
Cc1ccc(S(=O)(=O)NCc2ccco2)cc1C | 4.3% | 0.2% | -5.9% | 4.7%
Cc1ccc2onc(CC(=O)N3CCN(c4ccccc4)CC3)c2c1 | -15.4% | ? | -11.1%[10.9 µM] | -8.7%
C=CCn1c(COc2ccc(F)cc2)nnc1SCC(=O)NC(=O)NCc1ccco1 | 2.9% | 1.2% | 3.1% | -2.8%
CC(C)(CO)Cc1cc(C(C)(C)C)c(O)c(C(C)(C)C)c1 | 31.6µM* | ? | -12.9%&-21.2% | 20µM*
O=S(=O)(O)c1ccc(NN(c2c(O)ccc3ccccc23)S(=O)(=O)O)cc1 | -2.0%[9.22 µM] | -1.2%[11.4 µM] | -88.9%[inhibitor][10.9 µM] | 7.4%[9.22 µM]
O=S(=O)(c1cccs1)N1CCCc2ccccc21 | -2.6% | 4.3% | -8.3% | 0.2%
COc1ccccc1NC(=O)c1sc2cccc(Cl)c2c1Cl | -1.3% | 1.2% | -10.3%[10.9 µM] | 0.2%
COC(=O)c1ccc(CSc2nc3c(c(=O)n2-c2ccc(Br)cc2)SCC3)o1 | 1.1% | 2.0% | 5.1% | -6.1%
COc1ccccc1Cc1noc(COc2cccc(C)c2C)n1 | -9.0% | 1.5% | -11.8% | -5.4%
O=C(NC1CCCCC1)c1cccc(S(=O)(=O)N2CCOCC2)c1 | -10.6% | 1.5% | -11.4% | -0.8%
CCC(=O)c1cc2c(cc1NC(=O)c1cccs1)OCCO2 | -1.3% | -0.1% | -11.3% | 2.2%
CC(C)(C)OC(=O)N1CCCC1C(=O)O (stereo unspecified) | 10.8% | 2.3% | 6.1% | 0.6%
COc1ccccc1-n1cnc(N)c1C(C)=O | 16.9% | 0.7% | -9.7% | 14.9%
CCCC12CN3CC(C)(CN(C1)C3c1ccc(OCc3ccccc3)cc1)C2=O (stereo unspecified) | -10.3% | -0.6% | -14.4%[10.9 µM] | -4.1%
COc1ccccc1OCc1nc(C#N)c(NCc2ccc(C)cc2)o1 | -11.4% | ? | ? | 2.2%
CCn1c(=O)c(C(C)=O)nc2ccccc21 | 5.0% | -2.9% | -7.9% | 5.2%
Cc1cccc(CNC(=O)c2ccc(NC(=O)N3CCSc4ccccc43)cc2)c1 | -28.1% | ? | -13.8%[10.9 µM] | 4.2%
Cc1c(NC(=O)Nc2ccc(Cl)cc2)c(=O)n(-c2ccccc2)n1C | 3.3% | 0.6% | ? | 7.0%
O=C(CCCCCCN1C(=O)c2ccccc2C1=O)N1CCC(c2ccccc2)C1 (stereo unspecified) | -1.5% | . | . | -10.4%
CCCN1C(=O)SC(CC(=O)Nc2cccc3ccccc23)C1=O (stereo unspecified) | 3.7% | . | . | 11.7%
CN1CCN(c2nc3c(c(=O)[nH]c(=O)n3C)n2CCSc2ncccn2)CC1 | -1.5% | 1.5% | 2.3% | 3.5%
Cc1cccc(-n2c(=O)c3c(c4cc(C)ccc4n3C)n(CC(=O)NCC3CCCO3)c2=O)c1 (stereo unspecified) | -9.8% | -1.5% | 12.5%[10.9 µM] | 18.3%
CCCCCCCCCCC/C=C\C(C)(C)/C=C\CCCC(=O)O | 6.4% | 19.5% | 1.3% | -10.5%
Cc1ccc(SCc2[nH]nc3c2C(c2ccco2)C(C#N)=C(N)O3)cc1 (stereo unspecified) | -6.8% | ? | -16.5% | -6.3%
COC(=O)C1=C(C)N(C)C(C)=C(C(=O)OC)C1c1ccccn1 | -4.4% | 2.7% | -1.4% | -2.4%
CCOc1ccc(-c2n[nH]c(C)c2Oc2ccc(OC)cc2)c(O)c1 | ? | ? | -32.3%[inhibitor] | ?
COc1ccccc1CC(Cc1nc2ccccc2[nH]1)c1nc2ccccc2[nH]1 (stereo unspecified) | ? | . | -7.5% | ?
S=C(NC1CCCCC1)N(CCc1nc2ccccc2[nH]1)C1CCCC1 | 6.9% | . | . | -1.9%
CC(=O)c1ccc(NC(=O)CN2C(=O)COc3ccc(Cl)cc32)cc1 | -16.2% | 9.7% | -11.9% | -1.9%
COCc1[nH]nc2c1C(c1ccsc1)C(C#N)=C(N)O2 (stereo unspecified) | -14.6% | 3.9% | -2.3% | -8.3%
COc1ccccc1CNC(=O)C(C)n1ccc2cc(S(=O)(=O)N3CCCC3)ccc21 (stereo unspecified) | ? | ? | -3.9%[10.9 µM] | 3.5%
COc1cc(NC(=O)CCc2nc(-c3cccs3)no2)cc(OC)c1OC | -13.9% | ? | -7.7%[10.9 µM] | -2.2%
O=C(CN1C(=O)COc2ccc(S(=O)(=O)N3CCCCCC3)cc21)N1CCN(c2ccccc2F)CC1 | -3.3% | ? | -8.0%[10.9 µM] | 8.5%
Cc1c(C)n(CC(O)CN2CCCCCC2)c2ccccc12 (stereo unspecified) | -6.4% | 1.9% | -12.6% | -2.7%
O=C(Oc1ccccc1)n1c(=O)oc2ccc(Cl)cc21 | -14.0% | . | . | 8.3%
Cc1ccc(C)c(N2CCN(S(=O)(=O)c3cc(-c4cc(C)no4)ccc3C)CC2)c1 | -4.2% | 0.1% | -13.0%[10.9 µM] | -0.8%
Cc1sc2ncnc(OCC(=O)N3CCN(S(=O)(=O)c4ccc(Cl)cc4)CC3)c2c1C | -12.4% | 2.6% | -8.1% | 8.0%
Cc1nc(=O)cc(-c2ccccc2)n1-c1ccccc1 | -0.3% | 1.2% | 5.0% | -0.2%
CCCCCOc1ccc(CSCCNC(=S)Nc2ccccc2)cc1 | -28.8% | . | . | ?
Cc1cc2oc(=O)c(CC(=O)O)c(C)c2c2occ(-c3ccccc3)c12 | ? | ? | -8.5%[10.9 µM] | ?
CCCC(=O)Nc1nnc(SCc2cc(=O)c3cc(C)ccc3[nH]2)s1 | 1.6% | -2.1% | -11.5%[10.9 µM] | -1.8%
CC1CCCCN1S(=O)(=O)c1ccc(S(=O)(=O)N2CCN(c3ccc(F)cc3)CC2)cc1 (stereo unspecified) | -7.3% | 0.0% | -0.8% | -11.7%
CCNCCCNCCCCNCCCNCC | -21.8% | 1.0% | -20.1% | -7.0%
O=C(NCCc1ccccc1)c1ccc(CS(=O)(=O)Cc2ccccc2Cl)o1 | -23.4% | 0.6% | -15.0%[10.9 µM] | -4.1%
CC(Sc1nnnn1C)C(=O)Nc1ccc(Oc2ccccc2)cc1 (stereo unspecified) | -4.4% | -1.1% | -5.3% | 0.8%
COc1ccc(N2C(=O)CSC23C(=O)N(CC(=O)NCCc2ccccc2)c2ccccc23)cc1 (stereo unspecified) | -4.8% | ? | 1.0%[10.9 µM] | 8.4%
CCN(CC)P1(=O)OC(c2cc(OC)c(OC)c(OC)c2)=Nc2c1c(C)nn2-c1ccccc1 (stereo unspecified) | 2.1% | 0.5% | -10.9% | 9.2%
COC(=O)c1ccc(NC(=O)CSc2n[nH]c(-c3ccccc3)n2)cc1 | -12.0% | ? | -4.5%[10.9 µM] | 14.9%
O=C1C(=O)N(C2CCN(C(=O)c3ccc(Cl)cc3)CC2)CCN1Cc1ccc(F)cc1 | -15.7% | -0.9% | -7.9%[10.9 µM] | 2.9%

As a working copy, four of the compounds above.
SMILES | p53ts 39C kill | IkB signaling | Imprint erasure | p53ts 32C tox
COCc1[nH]nc2c1C(c1ccsc1)C(C#N)=C(N)O2 (stereo unspecified) | -14.6% | 3.9% | -2.3% | -8.3%
COc1ccccc1CNC(=O)C(C)n1ccc2cc(S(=O)(=O)N3CCCC3)ccc21 (stereo unspecified) | ? | ? | -3.9%[10.9 µM] | 3.5%
COc1cc(NC(=O)CCc2nc(-c3cccs3)no2)cc(OC)c1OC | -13.9% | ? | -7.7%[10.9 µM] | -2.2%
O=C(CN1C(=O)COc2ccc(S(=O)(=O)N3CCCCCC3)cc21)N1CCN(c2ccccc2F)CC1 | -3.3% | ? | -8.0%[10.9 µM] | 8.5%

Next compounds follow.
SMILES | p53ts 39C kill | IkB signaling | Imprint erasure | p53ts 32C tox
Cn1c(=O)[nH]c(=O)c2c1nc(N1CCCCCC1)n2CC(=O)c1ccccc1 | 7.4% | 1.9% | -7.4% | -8.5%
COc1cccc(C(=O)NCC(c2ccc(N(C)C)cc2)N2CCc3ccccc32)c1OC (stereo unspecified) | -21.9% | ? | 8.0%[10.9 µM] | -7.2%
CCc1cccc(C)c1NC(=O)Cn1ccn(-c2cccc(OC)c2)c(=O)c1=O | -5.4% | ? | 12.9%[10.9 µM] | -8.7%
CCCN1CCN(CCNC(=O)Nc2ccc(OC)cc2OC)CC1 | -10.3% | ? | 13.2%[10.9 µM] | -3.7%
Cn1c(=O)n(C/C=C/c2ccccc2)c(=O)c2c1nc1n2CCN1c1ccc(F)cc1 | -0.1% | ? | -4.9%[10.9 µM] | 0.3%
CCOC(=O)c1cc(-c2ccccc2)n(CC(=O)NCc2ccccc2)c1C | -27.7% | -3.6% | -20.7%[10.9 µM] | 5.3%
O=C(CN(CCN1CCOCC1)C(=O)Cn1nnc(-c2ccc(F)cc2)n1)NC1CCCCC1 | 1.0% | 0.4% | -4.2% | 3.8%
CC/C=C\CC[C@H](O)C1=CCCCC1=O | -1.0%[9.22 µM] | . | . | -8.1%[9.22 µM]
CCOC(=O)c1[nH]c2ccc(OC)cc2c1NS(=O)(=O)c1ccc(OC)cc1OC | 2.9% | -1.1% | -15.0% | 8.3%
CCn1c2c(c3cc(OCC(C)C)ccc31)CCCC2=O | 22.6% | . | . | 12.9%
Cc1oc(-c2ccc(Cl)cc2)nc1CN1CCC(C(=O)N2CCN(c3ccccn3)CC2)CC1 | -10.3% | 0.7% | -17.6% | -5.5%
CCOC(=O)C(C(=O)NCCCN1CCOCC1)C1CCCCC1 (stereo unspecified) | 18.1% | . | . | -1.0%
c1nc(N2CCOCC2)c2sc3nc(N4CCOCC4)c4c(c3c2n1)CCCC4 | 6.7% | -0.2% | -6.6% | 6.3%
Cc1nn(-c2ccccc2)c(Oc2ccc(F)cc2)c1/C=N/n1cnnc1 | 0.8% | 0.4% | -9.6% | 7.9%
Cc1cc(C)n(-c2ccc(C(=O)Oc3ccc4c(c3)OCO4)cc2)n1 | 0.1% | 1.5% | -7.4% | -6.7%
Cc1ccc(OC(C)C(=O)NCC2(N3CCOCC3)CCCCC2)cc1C (stereo unspecified) | -14.2% | 1.2% | -11.2%[10.9 µM] | -3.0%
CCCCN(CCCNC(=O)CN1N=C(c2ccccc2)CCC1=O)c1ccccc1 | -11.7% | ? | ? | 21.3%
COc1cc2c(=O)n(CCCN3CCOCC3)c(=S)[nH]c2c(OC)c1OC | 3.9% | -0.9% | -0.5% | -2.3%
COc1cc2c(cc1OC)C(C(=O)Nc1ccc3c(c1)OCCO3)C(c1cccnc1)N(C)C2=O (stereo unspecified) | 5.0% | -3.0% | 8.2% | 6.4%
CCOC(=O)Cc1ccc(NC(=O)NCc2ccc3c(c2)CCN3C(=O)CC)cc1 | -6.5% | ? | 11.7%[10.9 µM] | 5.0%

High-throughput results: PubChem, National Center for Advancing Translational Sciences (NCATS)
